# Source: PubChem BioAssay
# NRP1-CendR mod: modulators of CendR peptide binding to NRP-1, primary screen, biochemical, fluorescence polarization, uHTS. Neuropilin-1 (Homo sapiens), O14786. 0.85% of 360,000 active. inhibition, % at 25 µM. FAM-RPARPAR peptide binding to NRP-1;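 active = inhibition or corrected inhibition above about 18%, plus a signal ratio from 0.5 to 1.5, limit read from the data, passing the limit was not always enough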; also: strong numbers were not always called active
# MsrA inh: bovine MsrA enzyme inhibitors, primary screen, biochemical, absorbance, HTS | Methionine sulfoxide reductase A (Bos taurus) | purified bovine MsrA, absorbance read-out | inhibition, % at 15.5 µM | 0.75% of 360,000 active | AID 651718, 2012; in the data active = inhibition above about 4.5%;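 also: 0% = vehicle wells with enzyme and 100% = reference inhibitor wells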
# FAS TE block: FAS thioesterase domain inhibitors, primary screen, biochemical, fluorescence intensity, uHTS. recombinant FAS-TE, OMFH fluorogenic substrate, fluorescence endpoint. inhibition, % at 15 µM. 0.67% of 360,000 active. Fatty acid synthase (Homo sapiens), P49327;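 active = compounds whose normalised, plate-corrected inhibition of enzyme fluorescence in the single-dose primary screen is 50% or more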;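 also: 0% = DMSO with enzyme and 100% = substrate without enzyme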
# Neddyl block: inhibitors of cullin neddylation, primary screen, biochemical, TR-FRET, uHTS, NAE and Ubc12; AID 651699, 2012; 0.58% of 360,000 active; calls only at 25 µM; NEDD8-conjugating enzyme Ubc12 (Homo sapiens) + NEDD8-activating enzyme E1 regulatory …; in the data active = inhibition above about 36%
# MsrA act: bovine MsrA enzyme activators, primary screen, biochemical, absorbance, HTS; Methionine sulfoxide reductase A (Bos taurus); purified bovine MsrA, absorbance read-out; activation, % at 10.6 µM; 0.3% of 360,000 active; AID 602163, 2012; in the data active = activation above about 7.5%;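 also: 0% = vehicle and 100% = reference activator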
# MT1-MMP act inh: blockers of MT1-MMP proenzyme processing, primary screen, HT1080 RFP-PRO-GFP cells, GFP/RFP fluorescence; Matrix metalloproteinase-14 (Homo sapiens), P50281; GFP/RFP ratio fluorescence, overnight; percent of plate control window, DMSO zero; GFP/RFP ratio change, % at 20 µM; 0.061% of 360,000 active; AID 651647, 2012;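 active = GFP/RFP ratio change of at least 30% with cell ATP level not reduced by more than half and red fluorescence within 50% of control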; also: strong numbers were not always called active
#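 Compound: 20 µM single dose, 1% DMSO / System: HT1080 RFP-PRO-GFP cells / Controls: DMSO and RFP-L50D-GFP cell wells / Read-out basis: GFP/RFP fluorescence ratio / Schedule: overnight compound exposure at 37 °C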
# eLon inh: inhibitors of E. coli Lon protease, primary screen, biochemical, fluorescence polarization. P0A9M0. purified E. coli Lon protease. inhibition, % at 7.94 µM. 0.42% of 360,000 active. AID 602123, 2011; in the data active = inhibition above about 13%, passing the limit was not always enough;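 also: 0% = enzyme with probe and DMSO and 100% = no enzyme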
# SKN-1 block: suppressors of acrylamide-induced Pgst-4::GFP reporter in worms, primary screen, SKN-1 inhibitor project, whole organism, uHTS, GFP/RFP fluorescence ratio, strain VP596; C. elegans VP596 Pgst-4::GFP/RFP ratio, 24 h; inhibition, % at 21.8 µM; 0.49% of 360,000 active;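 active = interference check ratio from 0.5 to 1.5 plus GFP to RFP signal ratio inhibition reaching or exceeding a fixed threshold, cut at about 30% in these data, passing the limit was not always enough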; also: some compounds called inactive have numbers as strong as hits
# Rin1 Abl inh: inhibitors of Rin1-Abl protein binding, primary screen, biochemical, TR-FRET; Tyrosine-protein kinase ABL1 (Homo sapiens) + Ras and Rab interactor 1 (Homo sapiens), …; inhibition, % at 7.35 µM; 0.4% of 360,000 active; in the data active = inhibition above about 5%, passing the limit was not always enough
# Target sequence (P00519 whole entry, looked up): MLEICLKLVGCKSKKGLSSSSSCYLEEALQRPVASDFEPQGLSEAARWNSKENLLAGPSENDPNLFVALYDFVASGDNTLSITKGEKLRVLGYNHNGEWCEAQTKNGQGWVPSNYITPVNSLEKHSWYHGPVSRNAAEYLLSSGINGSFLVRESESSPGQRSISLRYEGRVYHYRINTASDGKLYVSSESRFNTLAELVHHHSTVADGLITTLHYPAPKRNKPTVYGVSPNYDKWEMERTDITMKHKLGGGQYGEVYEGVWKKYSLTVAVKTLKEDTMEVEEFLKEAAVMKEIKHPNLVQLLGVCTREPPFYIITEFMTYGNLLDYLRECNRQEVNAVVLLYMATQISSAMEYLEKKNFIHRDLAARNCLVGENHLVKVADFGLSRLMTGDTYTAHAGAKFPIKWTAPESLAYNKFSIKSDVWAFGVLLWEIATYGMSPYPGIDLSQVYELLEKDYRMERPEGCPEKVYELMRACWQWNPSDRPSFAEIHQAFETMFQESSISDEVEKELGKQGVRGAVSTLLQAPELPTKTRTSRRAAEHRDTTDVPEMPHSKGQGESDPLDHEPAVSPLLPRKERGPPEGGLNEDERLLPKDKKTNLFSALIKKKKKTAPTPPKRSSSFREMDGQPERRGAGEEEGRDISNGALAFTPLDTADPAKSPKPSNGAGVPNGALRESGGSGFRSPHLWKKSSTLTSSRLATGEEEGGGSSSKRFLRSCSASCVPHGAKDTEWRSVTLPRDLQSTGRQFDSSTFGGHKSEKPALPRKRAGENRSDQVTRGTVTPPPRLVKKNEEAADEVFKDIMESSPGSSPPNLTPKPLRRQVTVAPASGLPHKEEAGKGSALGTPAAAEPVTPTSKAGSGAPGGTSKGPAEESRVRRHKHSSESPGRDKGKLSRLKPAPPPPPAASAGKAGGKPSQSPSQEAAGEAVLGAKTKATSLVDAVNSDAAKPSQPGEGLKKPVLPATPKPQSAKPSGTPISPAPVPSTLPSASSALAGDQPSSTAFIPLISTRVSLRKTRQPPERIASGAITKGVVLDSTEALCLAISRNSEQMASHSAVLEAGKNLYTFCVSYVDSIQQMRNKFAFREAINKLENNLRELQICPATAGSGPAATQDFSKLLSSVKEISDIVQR
# Target sequence (Q13671 whole entry, looked up): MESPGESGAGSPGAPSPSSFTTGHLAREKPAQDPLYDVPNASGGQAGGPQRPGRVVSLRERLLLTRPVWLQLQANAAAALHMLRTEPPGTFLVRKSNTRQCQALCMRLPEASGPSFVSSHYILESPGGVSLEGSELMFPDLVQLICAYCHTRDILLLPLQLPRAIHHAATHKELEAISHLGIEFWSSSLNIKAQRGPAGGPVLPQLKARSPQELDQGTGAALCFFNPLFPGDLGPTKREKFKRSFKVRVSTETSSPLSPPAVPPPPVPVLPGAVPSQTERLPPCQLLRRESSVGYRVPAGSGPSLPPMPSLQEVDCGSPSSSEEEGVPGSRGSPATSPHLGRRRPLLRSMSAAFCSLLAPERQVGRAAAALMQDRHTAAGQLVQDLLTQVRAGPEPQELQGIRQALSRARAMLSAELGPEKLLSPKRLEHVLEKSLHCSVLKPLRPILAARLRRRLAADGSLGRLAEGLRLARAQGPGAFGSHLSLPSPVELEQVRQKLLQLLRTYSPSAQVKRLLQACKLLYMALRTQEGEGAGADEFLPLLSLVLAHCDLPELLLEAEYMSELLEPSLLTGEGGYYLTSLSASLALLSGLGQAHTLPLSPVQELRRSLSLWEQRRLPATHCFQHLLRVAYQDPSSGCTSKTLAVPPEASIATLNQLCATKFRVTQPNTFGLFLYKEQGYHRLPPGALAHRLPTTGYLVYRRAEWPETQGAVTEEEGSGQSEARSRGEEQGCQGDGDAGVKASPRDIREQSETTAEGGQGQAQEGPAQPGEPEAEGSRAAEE
# * hit, by the source's call; i = inactive; / = no result given.
Structure,NRP1-CendR mod,MsrA inh,FAS TE block,Neddyl block,MsrA act,MT1-MMP act inh,eLon inh,SKN-1 block,Rin1 Abl inh
CC(=O)NC(c1ccc(Cl)cc1)c1c(O)ccc2ccc(O)cc12 (centres undefined),-6,-0.7,5,i,-4,-8,-1,9,-5
COc1cc(C(C)=O)ccc1OCc1cn(CC(=O)c2ccc(O)cc2)nn1,-16,1.3,-8,i,-5,1,-4,-5,-1
C[C@H](CO)N1C[C@H](C)[C@@H](CN(C)C(=O)Nc2ccc(C(F)(F)F)cc2)Oc2ccc(NS(=O)(=O)c3cccs3)cc2C1=O,8,-1.5,-2,i,-5,1,-5,-1,5
CC(=O)Nc1ccc(SCC(=O)NC(=O)c2ccccc2Br)cc1,0,-1.0,-8,i,-8,3,1,1,-1
CCOC(=O)C1=C(C)NC(=O)NC1c1ccc2c(c1)OCCO2 (centres undefined),11,-1.8,0,i,-2,2,-1,-2,-3
CCCC(=O)Nc1nnc(SCC)s1,4,0.2,-12,i,-1,5,1,13,-2
CCOC(=O)C1(CC/C(C)=N\NC(N)=O)CC(C)OC1=O (centres undefined),-9,0.5,-7,i,3,-5,10,10,-1
COc1cc(OC)cc(C(=O)NCC(=O)OCC(=O)N2CCc3ccccc32)c1,-3,-1.2,-4,i,0,2,3,-2,1
CC1(CC(=O)N/N=C/c2cc3c(cc2Br)OCO3)OCCO1,6,0.7,-5,i,-3,0,5,9,3
O=C(COc1ccccc1)Nc1cc(NC(=O)COc2ccccc2)cc(C(=O)O)c1,4,-0.6,-1,i,-1,0,-8,4,4
CCOc1ccc(NC(=O)CC(NCc2ccccn2)C(=O)O)cc1 (centres undefined),2,-0.1,-2,i,-2,-3,-4,-5,4
O=C(c1cccc(Oc2ccccc2)c1)N1CCN(c2ccccn2)CC1,-10,-1.3,13,i,-2,2,-12,-5,-1
CC(C)NCc1nnc(-c2ccc(Cl)cc2)o1,4,1.0,-6,i,-6,-2,2,2,2
O=C(CNC(=O)c1ccccc1)NCc1ccc(Cl)cc1,-13,-1.0,-2,i,0,1,2,-3,-1
Clc1ccccc1CN(Cc1ccccc1)C(c1cccs1)c1nnnn1C1CCCC1 (centres undefined),1,-1.2,26,i,-3,-29,14,3,0
CCOc1cc([N+](=O)[O-])cc(/C=N/NC(=O)c2c(-c3ccccc3)noc2C)c1O,-4,/,26,i,-3,3,-6,6,-1
CCOc1ccc(CCNc2cc(C)nc3ncnn23)cc1OCC,6,-0.2,-1,i,-1,0,1,7,0
Cc1cccc(NS(=O)(=O)c2ccc(C)c(C(=O)NC3CCN(Cc4ccccc4)CC3)c2)c1,-23,-1.1,1,i,0,-2,-25,-16,-2
COc1ccc(OC)c(NC(=O)C2(C)CCN2CCc2ccccc2)c1 (centres undefined),10,0.4,30,i,-3,-4,-4,23,2
CC(C)c1cccc(C(C)C)c1NC(=O)Cn1c(=O)cnc2ccccc21,3,1.0,-8,i,-6,-3,7,-8,-1
CCOC(=O)Cc1csc(/N=C/c2c(O)n(-c3ccccc3C(F)(F)F)c(=O)c3ccccc23)n1,-45,0.3,25,/,-12,-43,-7,10,-3
COc1ccc(NC2CCCN(C(=O)CCN3CCOCC3)C2)cc1 (centres undefined),0,-0.9,-7,i,0,-3,4,5,3
CC1CCN(c2nnc(-c3ccccc3)c3ccccc23)CC1,-1,0.4,7,i,-4,-3,2,4,1
CCN(CC)C(=O)Oc1ccc2c(=O)c(-c3ccc(OC)cc3)c(C)oc2c1,16,-0.3,13,i,-1,1,-9,0,-1
Cc1cc(C(=O)COc2ccc3ccc(=O)oc3c2)c(C)n1Cc1cccs1,-12,0.7,33,/,-2,-1,-15,2,1
CC(C)C[C@@H](N)c1nnc(SCC(=O)c2ccc(Cl)cc2)o1,-2,1.4,-5,i,0,-2,-2,7,5
CCOC(=O)N1CCN(CC(O)COCCC23CC4CC(CC(C4)C2)C3)CC1 (centres undefined),5,0.7,3,i,-1,4,-4,-9,2
Cn1c(=O)c(C(=O)CN2CCN(S(=O)(=O)c3ccccc3)CC2)c(N)n(Cc2ccccc2)c1=O,0,-0.4,-7,i,-5,-1,-8,-3,0
COc1ccc(S(=O)(=O)N2CCc3ccccc32)cc1C(=O)Nc1cccnc1,6,0.8,-5,i,0,-1,-4,-10,0
CCOC(=O)n1c(=O)n(Cc2ccc(Cl)cc2Cl)c2ccccc21,1,0.6,6,i,-5,7,-8,5,0
COc1ccc(C2Nc3ccccc3C(=O)N2c2ccccc2)cc1COc1ccccn1 (centres undefined),-12,0.1,0,/,-1,1,-7,9,4
COCCN(C(=S)Nc1cc(C)ccc1C)C(C)c1cccnc1 (centres undefined),-7,1.3,6,i,-2,3,9,9,5
Cc1ccnc(NC(=O)c2cc(S(=O)(=O)NCc3ccccc3)ccc2C)c1,18,-0.7,3,i,-3,-6,5,-7,-1
COc1ccccc1C(CNC(=O)c1ccc(C)c(S(=O)(=O)N2CCCCC2)c1)N1CCCC1 (centres undefined),-26,0.4,-6,i,-2,-7,2,8,-1
C[C@@H]1CN([C@@H](C)CO)C(=O)CCCn2nncc2CO[C@H]1CN(C)C(=O)Nc1ccc(N2CCCCC2)cc1,2,-0.4,-6,i,1,1,8,7,-5
CNC(=O)C[C@H]1C(=O)N(Cc2ccccc2)C[C@@H]1C,0,-1.2,-7,i,-5,-2,-3,22,-6
Cc1cc(C(=O)N/N=C/c2ccc(N(C)C)o2)cs1,-18,1.1,-2,i,-4,3,-14,-2,-2
CCN1CCN(CCNC(=O)c2ccc3c(c2)NC(=O)/C(=C\c2ccc(OC)c(OC)c2)S3)CC1,-2,3.0,-6,i,6,12,-7,9,-12
O=C(Cn1c(=S)[nH]c2ccccc2c1=O)N1CCc2ccccc2C1,7,-0.7,5,i,-16,2,-1,-14,-2
Cn1c(=O)[nH]c(=O)c2c1nc1n2CCCN1Cc1ccccc1,-1,2.0,-1,i,-6,2,3,-4,-1
O=c1cc(CSc2nc(NCc3ccc(Cl)cc3)c3ccccc3n2)nc2ccc(Cl)cn12,15,-0.1,22,i,-4,2,5,-1,-3
O=C1c2ccccc2C(Nc2ccc3c(c2)OCO3)N1Cc1ccc2c(c1)OCO2 (centres undefined),9,-0.1,15,i,-3,-6,7,1,-1
Cc1cccc(C)c1N=Cc1c(C(F)(F)F)[nH][nH]c1=O,-4,4.1,-2,i,-1,1,1,-10,2
CC(=O)Nc1ccc(S(=O)(=O)N(C)CC(=O)N(C)Cc2sccc2C)cc1,-5,-0.9,-7,i,-2,5,-2,19,0
COc1ccc(NC(=O)CC2SC(N3CCOCC3)=NC2=O)c(OC)c1 (centres undefined),-2,0.6,-4,i,-3,-1,5,7,5
O=c1[nH]c2cc(Cl)c(Cl)cc2o1,0,-0.5,-3,i,-1,0,-3,10,1
CCOC(=O)C(C)n1nc(C)c2sc3ccccc3c2c1=O (centres undefined),-6,1.1,-7,i,-4,-7,-6,5,-3
CCCNC(=O)CSc1n[nH]c(=O)n1CCc1ccccc1,-4,-0.4,-6,i,-2,3,-3,1,-1
Cc1ccc(N(CC(=O)Nc2cc(C)cc(C)c2)S(=O)(=O)c2c(C)noc2C)cc1,15,-1.3,24,i,-2,-2,1,5,0
Cc1csc(NC(=O)c2ccc(S(C)(=O)=O)cc2)n1,-11,2.4,-6,i,-1,0,10,-7,-2
O=C(CN1C(=O)c2cccc([N+](=O)[O-])c2C1=O)N1CCN(S(=O)(=O)c2ccccc2)CC1,4,-1.3,27,i,-2,0,-1,-25,2
C/C(=N/NC(=O)c1ccco1)c1ccc(NC(=O)c2ccc(F)cc2)cc1,20,1.1,-13,i,2,4,-5,6,-1
CCS(=O)(=O)c1ccc(O)c(NC(=O)Nc2ccccc2)c1,9,0.7,-6,i,-6,9,3,-2,0
Cc1cc2nc3c(nc2cc1C)C1(C(=O)N(C)C)CCC3(C)C1(C)C (centres undefined),-19,1.6,-7,i,-2,-4,1,-16,-6
CCN(CC)S(=O)(=O)c1ccc(NC2CCCc3ccccc32)nc1 (centres undefined),5,0.0,19,i,3,-7,-4,-5,-2
CC1CCN(C(=O)CN2C(=O)C(=O)N(C(C)C)C2=O)c2ccccc2S1 (centres undefined),8,-2.1,-3,i,0,-1,-1,0,-2
O=C(CSc1nnc(-c2cccc(S(=O)(=O)N3CCCCC3)c2)o1)NCCC1=CCCCC1,0,-0.9,12,i,-8,16,1,-12,-1
O=C(CSc1nnc(-c2ccc3c(c2)OCO3)o1)Nc1ncc(C(F)(F)F)cc1Cl,-27,-1.0,13,i,0,-4,3,6,-3
CCN1CCc2c(sc(NC(=O)c3ccc(S(=O)(=O)N(C)CC4CCCO4)cc3)c2C(N)=O)C1 (centres undefined),1,1.2,-2,i,-3,1,3,3,-6
COCCNC(=O)c1cccc(OC2CCN(Cc3ccccc3OC(F)F)CC2)c1,9,1.6,-2,i,1,-2,-6,6,-2

# An excerpt of the results above, as a working copy:
Structure,NRP1-CendR mod,MsrA inh,FAS TE block,Neddyl block,MsrA act,MT1-MMP act inh,eLon inh,SKN-1 block,Rin1 Abl inh
CCS(=O)(=O)c1ccc(O)c(NC(=O)Nc2ccccc2)c1,9,0.7,-6,i,-6,9,3,-2,0
Cc1cc2nc3c(nc2cc1C)C1(C(=O)N(C)C)CCC3(C)C1(C)C (centres undefined),-19,1.6,-7,i,-2,-4,1,-16,-6
CCN(CC)S(=O)(=O)c1ccc(NC2CCCc3ccccc32)nc1 (centres undefined),5,0.0,19,i,3,-7,-4,-5,-2

# (list continues)
Structure,NRP1-CendR mod,MsrA inh,FAS TE block,Neddyl block,MsrA act,MT1-MMP act inh,eLon inh,SKN-1 block,Rin1 Abl inh
COc1ccccc1CCNC(=O)CSc1nnc2ccc(-c3ccncc3)nn12,-8,1.3,-6,i,-4,5,3,-14,-4
COc1cccc(C(=O)Nc2nnc(CCS(=O)(=O)c3ccc(C)cc3)s2)c1,7,1.1,-5,i,-4,-3,1,6,0
Cc1ccccc1OC(C)C(=O)N1CCN(c2ccccn2)CC1 (centres undefined),13,-0.2,-3,i,-3,-3,-13,2,-1
O=C(OCc1ccccc1F)c1cnc(Cl)c(Cl)c1,13,-1.4,22,i,-1,-3,-13,7,-2
COc1ccc(CN=CC2=C(O)CNC2=O)cc1OC,9,0.1,0,i,-6,-6,-8,15,5
CC(=O)c1c(C)nc(-c2ccc(OCC(=O)Nc3ccc(F)cc3)cc2)n1O,4,1.0,-6,i,-6,5,-3,-1,1
COc1cc2nc(CN3CCN(C(C)=O)CC3)[nH]c(=O)c2cc1OC,-2,-0.1,-8,i,-3,0,2,10,-2

# Compound profiles, from the list above. Order of values: NRP1-CendR mod | MsrA inh | FAS TE block | Neddyl block | MsrA act | MT1-MMP act inh | eLon inh | SKN-1 block | Rin1 Abl inh
# Entry for `Cc1ccccc1OC(C)C(=O)N1CCN(c2ccccn2)CC1` (centres undefined) = 13 | -0.2 | -3 | i | -3 | -3 | -13 | 2 | -1
# Entry for `CC(=O)c1c(C)nc(-c2ccc(OCC(=O)Nc3ccc(F)cc3)cc2)n1O` = 4 | 1.0 | -6 | i | -6 | 5 | -3 | -1 | 1
